# All columns: NCI-60 one-dose screen, growth in % after 48 h at 10 µM unless noted; 100 = growth as untreated, 0 = no growth, -100 = all killed.
# CAKI-1: CAKI-1 renal cancer; actives 4.7% (n = 75,000); AID 1794772
# U251: U251 CNS tumor cells | actives 5.4% (n = 80,000) | AID 1794753
# ACHN: ACHN renal cancer | actives 4.9% (n = 81,000)
# SN12C: SN12C renal cancer cells | actives 3.8% (n = 81,000)
# 786-0: 786-0 renal cancer cells. actives 5.1% (n = 81,000)
# UO-31: UO-31 renal cancer; actives 5.2% (n = 81,000); AID 1794768
# A498: A498 renal cancer cells; actives 5.4% (n = 76,000)
# RXF 393: RXF 393 renal cancer cells; actives 6.9% (n = 77,000); AID 1794773
# TK-10: TK-10 renal cancer cells. actives 3.9% (n = 81,000)
# The depositor's hits bear a star; x = no result given. Rule for the calls: active = growth percent below 10; inactive = the rest.
Molecule,CAKI-1,U251,ACHN,SN12C,786-0,UO-31,A498,RXF 393,TK-10
N=C1C(c2nc(-c3ccc(F)cc3)cs2)=C(O)CN1CCCN1CCOCC1,88,100,109,96,90,72,99,82,96
Cc1ccc(-c2nn(-c3ccccc3)cc2/C=C/C(=O)NNC(=O)c2ccc(Cl)cc2Cl)cc1,x,75,108,93,97,87,96,82,106
O=c1nc(-c2ccco2)sc(=O)[nH]1,94,96,98,99,109,82,108,143,107
CCNC(=O)Oc1ccc(/C(=C(/C)c2ccccc2)c2ccc(OCCN3CCCC3)cc2)cc1,80,59,86,78,37,61,x,55,102
CC(=O)[C@@]1(O)[C@H](O)C[C@H]2[C@@H]3CCC4=CC(=O)C=C[C@]4(C)[C@@]3(F)[C@@H](O)C[C@@]21C,97,106,99,72,106,87,109,115,116
CCOC(=O)C1=C(c2ccccc2)N=c2s/c(=C/c3ccc(Br)cc3)c(=O)n2C1c1ccc(Br)cc1 (stereo not drawn),81,90,95,88,93,75,50,100,92
C=CC(COC(c1ccccc1)(c1ccccc1)c1ccccc1)N(CC)CC (stereo not drawn),67,53,82,58,78,59,74,-5.5*,80
C=C(C)[C@@H]1CC[C@]2(C(=O)NCC(=O)OC)CC[C@]3(C)[C@H](CC[C@@H]4[C@@]5(C)C/C(=C/c6ccco6)C(=O)C(C)(C)[C@@H]5CC[C@]43C)[C@@H]12,61,66,59,74,86,43,103,91,103
O=C(Nc1cccc([N+](=O)[O-])c1)c1ccccc1Cl,97,93,102,107,90,82,76,114,97
O=c1c2ccccc2cc2n1CCN=C2c1ccccc1,82,97,97,109,97,79,89,96,101
S=C(NC1CCCCC1)NC1CCCCC1,84,102,107,110,109,98,104,117,120
Cc1cn(-c2cc(C(=O)NCCNc3nccc(-c4c(-c5ccc(F)cc5)nc5sccn45)n3)cc(C(F)(F)F)c2)cn1,116,97,75,95,84,54,92,94,172
NS(=O)(=O)c1ccc(N=Nc2sc(=O)[nH]c2S)cc1,110,99,100,94,x,96,96,102,137
Cc1ccc(S(=O)(=O)NCCCNc2nccc(-c3[nH]c(-c4ccccc4)nc3-c3ccc(F)c(O)c3)n2)cc1,91,98,86,99,104,115,76,98,134
CC(=O)c1sc(Nc2nc(O)c(C3=c4cc(OC(F)(F)F)ccc4=NC3=O)s2)nc1C,x,99,105,107,100,92,93,108,98
O=S(=O)(O)CS(=O)(=O)OCCCl,96,90,112,103,101,101,99,94,97
O=C(Nc1ccc([N+](=O)[O-])cc1)C(c1ccccc1)c1ccccc1,73,73,117,94,109,76,x,87,91
CN(C)c1nc(NCCNS(=O)(=O)c2ccc(C(=O)/C=C/c3ccc(Cl)cc3)cc2)nc(Nc2ccc(F)cc2)n1,-23*,-100*,-25*,-98*,-86*,5.9*,9.6*,-81*,-17*
COc1ccc(Cl)cc1NC(=O)c1cc2c([nH]1)-c1nc(NC(=O)C(C)(C)C)sc1CCC2,x,93,x,98,96,86,89,108,76
COc1ccc(/C=C/C(=O)c2ccc(NC(=O)CSc3nnc(-c4cc(OC)c(OC)c(OC)c4)o3)cc2)cc1,x,-90*,x,-44*,-58*,-85*,91,-84*,79
CCC/C=C/C=C/C(=O)N[C@@H](Cc1cc(F)cc(F)c1)C(=O)N[C@@H]1C(=O)N2CCC[C@H]2C(=O)N2CCCC[C@H]2C(=O)N[C@@H](C)C(=O)N2C[C@H](C)C[C@H]2C(=O)O[C@H]1C,12,27,23,20,38,30,3.3*,46,x
O=C1c2cccc3c(-c4ccc(Cl)cc4)ccc(c23)C(=O)N1c1nc2ccccc2s1,81,100,90,82,97,70,119,100,120
O=C1NC(=NCc2ccccc2)NC1(c1ccccc1)c1ccccc1,112,104,110,112,98,86,x,113,105
Cc1ccc2nc(Nc3nc(C)c(C(=O)Nc4ncccn4)c(-c4ccc(F)cc4)n3)sc2c1,89,83,87,100,95,51,99,105,131
O=S(=O)(O)c1nc(-c2ccccc2)c(-c2ccccc2)[nH]1,88,98,107,102,105,92,90,95,103
CC1(C)N=C(N)N=C(N)N1c1cccc(OCCCOc2cccc(NC(=O)CBr)c2)c1,99,x,105,103,102,79,83,96,109
CN1CCN(c2ccc(-c3cc4c(Nc5ccc(F)c(Cl)c5)ncnn4c3)cc2)CC1,67,66,44,70,90,83,62,80,74
CCC1S/C(=N\N=C(/C)c2cc3ccccc3o2)N(c2ccccc2)C1=O (stereo not drawn),x,97,100,120,103,76,136,99,108
COc1cc(C2N(c3cc(Cl)cc(Cl)c3)NC(=O)[C@@H]3CCCN23)cc(OC)c1OC (stereo partly drawn),x,103,106,102,101,91,93,116,113
COc1nc2c(c(=O)[nH]1)C1(C(=O)N(Cc3ccccc3)c3ccccc31)c1c(nc(OC)[nH]c1=O)N2,101,101,106,106,98,99,91,100,104

# Quoted from the listing, 2 compounds:
Molecule,CAKI-1,U251,ACHN,SN12C,786-0,UO-31,A498,RXF 393,TK-10
COc1cc(C2N(c3cc(Cl)cc(Cl)c3)NC(=O)[C@@H]3CCCN23)cc(OC)c1OC (stereo partly drawn),x,103,106,102,101,91,93,116,113
COc1nc2c(c(=O)[nH]1)C1(C(=O)N(Cc3ccccc3)c3ccccc31)c1c(nc(OC)[nH]c1=O)N2,101,101,106,106,98,99,91,100,104

# Complete entries, looked up by structure. Values in the order: CAKI-1	U251	ACHN	SN12C	786-0	UO-31	A498	RXF 393	TK-10
# O=C(Nc1ccc([N+](=O)[O-])cc1)C(c1ccccc1)c1ccccc1 across the screens: 73	73	117	94	109	76	x	87	91
# C=CC(COC(c1ccccc1)(c1ccccc1)c1ccccc1)N(CC)CC (stereo not drawn) across the screens: 67	53	82	58	78	59	74	-5.5*	80
# O=C1NC(=NCc2ccccc2)NC1(c1ccccc1)c1ccccc1 across the screens: 112	104	110	112	98	86	x	113	105
# O=C1c2cccc3c(-c4ccc(Cl)cc4)ccc(c23)C(=O)N1c1nc2ccccc2s1 across the screens: 81	100	90	82	97	70	119	100	120
# NS(=O)(=O)c1ccc(N=Nc2sc(=O)[nH]c2S)cc1 across the screens: 110	99	100	94	x	96	96	102	137

# (cont.)
Molecule,CAKI-1,U251,ACHN,SN12C,786-0,UO-31,A498,RXF 393,TK-10
COc1ccc(-c2cc(-c3ccc(Cl)cc3)c(C#N)c(=O)n2CCCCCC(=O)NO)cc1,84,97,94,91,98,56,88,81,118
Cc1ccc(S(=O)(=O)N(Cc2ccccc2)c2ccccc2C(N)=O)cc1,91,110,98,98,99,91,98,95,91
O=C(COc1ccc(Cl)cc1Cl)OCCCOc1ccc(Cl)cc1Cl,x,103,109,105,96,87,127,110,91
O=c1[nH]c(=S)[nH]cc1Oc1ccc(Br)cc1,66,101,97,104,90,84,117,89,80
CC(=O)Oc1ccc(NC(=O)c2cccc(N3C(=O)CCC3=O)c2)cc1,99,100,108,105,101,89,86,x,87
Cc1ccc(S(N)(=O)=O)cc1C,101,92,106,x,93,90,91,105,93
C=C(CN=[N+]=[N-])[C@@H]1CC[C@]2(COC(C)=O)CC[C@]3(C)[C@H](CC[C@@H]4[C@@]5(C)CCCNC(C)(C)[C@@H]5CC[C@]43C)[C@@H]12,50,55,75,85,68,54,71,77,75
N#CC1=C(N)OC(C2CC2)=C(C#N)C1c1ccco1 (stereo not drawn),89,99,107,94,90,x,102,104,108
CNC(=O)c1cc(Oc2ccc(NC(=O)Nc3ccc(Cl)c(OC4CCCCC4)c3)c(F)c2)ccn1,42,39,30,x,90,43,58,79,52
COc1ccc(-c2nn(-c3cccc(Cl)c3)cc2/C=C/C(=O)c2cccs2)cc1,x,x,101,95,93,x,x,91,111
Nc1nc(N)nc(Oc2ccccc2)n1,x,100,106,101,105,92,103,108,106
CN1CCc2c(sc3ncnc(N/N=C/c4ccc(N(C)C)cc4)c23)C1,98,103,97,99,102,82,x,103,174
O=C(O)CC(NC(=O)Cc1ccc(C(F)(F)F)cc1)c1cccc(Cl)c1 (stereo not drawn),91,101,101,98,99,96,100,106,99
O=C(Cc1ccccc1)NCO,93,98,104,102,102,97,109,111,93
[2H]c1c([2H])c(-n2cc3cccc(C(N)=O)c3n2)c([2H])c([2H])c1C1CCCNC1 (stereo not drawn),x,84,63,81,89,64,74,98,97
C/C(=C/c1ccc(Cl)cc1)C(=O)O,x,99,117,98,107,87,94,106,102
OCC(O)C(O)CC1SCCS1 (stereo not drawn),98,100,103,98,96,78,101,102,97
Cc1nn(C)c(=S)[nH]c1=S,100,109,105,100,105,83,111,109,114
N#CCCCCCn1c2ccccc2c2c3c(c4c5ccccc5n(CCCCCC#N)c4c21)C(=O)N(O)C3=O,0.9*,84,84,80,92,58,107,81,95
CCOCCN(Cc1ccc(CN(CCOCC)C(=O)C(Cl)Cl)cc1)C(=O)C(Cl)Cl,79,106,97,102,99,54,100,96,119
O=c1cc(N/N=C/c2ccc(Cl)cc2)c2cc(Cl)ccc2[nH]1,85,86,85,95,91,100,108,95,102
O=C(Nc1ccccc1)C1CN(Cc2ccc[nH]2)CCS1 (stereo not drawn),86,90,101,92,97,88,91,99,98
CC(C)CNc1c(F)cc(C(=O)NC2CCCCC2)c(F)c1F,x,87,x,82,92,91,66,109,102
CCN(CC)c1ccc(N2C(=O)/C(=C/c3cccs3)SC2=S)cc1,90,89,94,92,96,73,71,98,93
O=c1[nH]c2ccccc2n1C1=CCNCC1,x,103,107,99,99,95,93,173,159
Fc1ccc(Nc2nc3nonc3nc2Nc2ccc(F)cc2)cc1,-8.5*,-6.6*,-16*,12,x,-6.8*,-41*,9.9*,-5.0*
CC1C(c2ccccc2)=Nn2c(=O)n(-c3ccccc3)c(=O)n21 (stereo not drawn),94,89,101,102,102,74,77,107,107
COc1cc(CN(CCC(O)c2ccc(Cl)cc2)Cc2ccccc2)cc(OC)c1OC (stereo not drawn),67,87,78,74,88,70,67,71,106
CCN(CC)C(=O)Cn1ccc(NC(C)=O)nc1=O,99,100,103,96,96,90,103,102,84
O=C1NC(CCc2nc3ccccc3c(=O)[nH]2)C(=O)Nc2ccccc21 (stereo not drawn),87,104,101,95,106,74,119,x,150
Clc1ccc(Nc2cccc(-c3[nH]nc4ncccc34)c2)cc1,75,77,80,84,77,59,33,61,84
CCC(=O)c1sc(Nc2ccc(Cl)cc2C)nc1N,81,102,104,107,100,87,95,x,105
CC1(C)[C@@H](OC2CC(O)C(O)C(CO)O2)CC[C@]2(C)[C@H]3C(=O)C=C4[C@@H]5C[C@@](C)(C(=O)O)CC[C@]5(C)CC[C@@]4(C)[C@]3(C)CC[C@@H]12 (stereo partly drawn),92,98,105,97,104,77,104,108,121
COc1ccc(/C=C/C(=O)c2cccc(O)c2)cc1,95,96,101,110,94,82,114,96,101
CCCNC(=O)c1ccc(-n2c(=O)[nH]c3ccccc3c2=O)cc1,98,97,107,98,94,89,105,91,84
CCOC(=O)c1sc(NC(=O)c2ccc(OC)cc2)nc1C,89,91,87,x,97,93,90,105,88
C=CC(CO)OCC(CC)CC (stereo not drawn),104,106,108,x,103,76,109,230,117
COc1cn(CC(=O)O)c(=NC(=O)c2ccc(Cl)cc2)s1,105,103,108,116,101,73,138,102,119
O=C(CCCCCCN1CC(=O)N2[C@@H](c3ccc(Cl)s3)c3[nH]c4ccccc4c3C[C@H]2C1=O)NO,49,50,67,73,81,58,73,38,43
Cc1csc(/N=C(N)/N=C(\N)c2cccc(Br)c2)n1,86,92,98,91,97,86,81,94,149
O=C(O)c1cc(-c2ccccc2)nc2ccc(Cl)cc12,x,93,x,94,97,63,87,112,100
O=C1NCCN1/N=C/c1c(Cl)nc2sccn12,73,94,97,88,112,84,94,104,111
O=C1NN=C(c2ccccc2)C1Cc1ccccc1 (stereo not drawn),99,103,107,100,99,83,102,111,96
CCc1ccccc1NC(=O)c1sc2nc3c(cc2c1N)CCCC3,46,28,48,35,44,49,6.6*,50,59
COc1cc(CNC(=O)CCCC/C=C/C(C)C)ccc1OCC(=O)NO,86,103,96,97,106,81,x,116,111
O=C(OCCCl)c1ccccc1C(=O)OCCCl,107,102,112,102,98,93,106,109,116
COc1ccc(/C=N/NC(=O)Cn2nnc3ccccc32)cc1,90,102,95,87,103,78,98,94,111
Cc1nc2ccccc2c(=O)n1-c1cccc(OCc2cn(-c3ccc(F)c(Cl)c3)nn2)c1,x,92,111,79,100,88,x,109,92
CCN1C(=O)N(CC)C2C1NN=c1s/c(=C\c3ccccn3)c(=O)n12 (stereo not drawn),30,28,43,41,22,44,-29*,x,51
COc1cc2nc(NC3CC3)nc(NC3CCNCC3)c2cc1OC,96,87,92,96,87,86,56,88,99
COc1ccc(/C=C/C(=O)c2ccc(NC(=O)CN3C(=O)NC(C)(c4ccccc4)C3=O)cc2)cc1 (stereo not drawn),79,68,84,95,81,57,119,x,109
c1cnc2noc(Nc3ncnc4c3sc3ncccc34)c2c1,99,96,97,99,102,90,90,98,96
CCN(CC)CCCNc1ccc(C)c2sc3ccccc3c(=O)c12,65,15,21,41,33,45,x,1.0*,x
Cc1ccc(C(=O)Nc2ccccc2C(=O)N/N=C(\c2ccccc2)c2ccccn2)cc1,11,23,15,29,-17*,3.6*,x,40,47
O=S(=O)(c1ccccc1)n1c(Cl)cc2c1-c1oncc1CC2,89,97,103,101,97,85,95,106,94
